TRPC4 potent = allosteric potentiators of mouse TRPC4 channel; B-score at 10 µM; AID 2227; Q9QUQ5; HEK293 TRPC4beta/mu-opioid, DAMGO EC20, Fluo-4 Ca2+ flux; active compounds read high; 310,000 compounds, 0.42% hits;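 active = B-score of calcium response area above 5 SD of library B-scores, with initial fluorescence ratio within 5 SD of library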;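 also: B-score of integrated fluorescence ratio over time as area under calcium response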
Target sequence (Q9QUQ5 whole entry, looked up): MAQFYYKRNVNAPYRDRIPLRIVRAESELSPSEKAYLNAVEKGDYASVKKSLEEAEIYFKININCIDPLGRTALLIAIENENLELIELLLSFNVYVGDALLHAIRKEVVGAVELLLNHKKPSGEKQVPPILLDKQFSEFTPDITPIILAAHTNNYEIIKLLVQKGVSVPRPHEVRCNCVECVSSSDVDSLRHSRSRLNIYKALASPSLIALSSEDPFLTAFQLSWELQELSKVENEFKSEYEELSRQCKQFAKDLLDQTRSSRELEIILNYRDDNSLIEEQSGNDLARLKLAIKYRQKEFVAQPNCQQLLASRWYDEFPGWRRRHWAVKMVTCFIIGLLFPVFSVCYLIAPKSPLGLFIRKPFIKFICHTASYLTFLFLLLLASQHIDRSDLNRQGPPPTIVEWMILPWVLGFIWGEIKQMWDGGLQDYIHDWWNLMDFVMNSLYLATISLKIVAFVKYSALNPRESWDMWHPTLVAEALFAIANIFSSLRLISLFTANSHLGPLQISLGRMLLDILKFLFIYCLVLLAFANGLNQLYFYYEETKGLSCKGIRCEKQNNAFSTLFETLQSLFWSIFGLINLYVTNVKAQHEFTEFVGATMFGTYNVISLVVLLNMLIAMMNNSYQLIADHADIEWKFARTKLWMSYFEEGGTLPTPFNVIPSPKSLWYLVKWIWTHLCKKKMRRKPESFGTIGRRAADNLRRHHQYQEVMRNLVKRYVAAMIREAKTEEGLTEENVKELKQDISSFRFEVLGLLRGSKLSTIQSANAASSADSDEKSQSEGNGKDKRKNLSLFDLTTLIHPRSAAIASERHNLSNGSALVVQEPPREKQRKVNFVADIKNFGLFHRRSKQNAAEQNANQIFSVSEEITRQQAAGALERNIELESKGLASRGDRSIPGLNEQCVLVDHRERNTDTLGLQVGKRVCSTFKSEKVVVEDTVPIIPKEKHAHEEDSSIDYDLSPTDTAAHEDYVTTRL
TRPC6 act = mouse TRPC6 channel activation. HEK293-TRPC6 membrane potential dye fluorescence; active compounds read high. 310,000 compounds, 0.13% hits. B-score at 10 µM. Q61143;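 active = B-score of the integrated fluorescence ratio above library mean plus 3 SD, and starting fluorescence ratio within library mean plus 5 SD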;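 also: higher score means more depolarization so channel activation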
MrgX1 antagonist = human MrgX1 receptor antagonism, primary screen. B-score at 10 µM. AID 588676. Q96LB2. MRGX1-HEK293 calcium flux, Fluo-4, BAM8-22 antagonism; active compounds read low. 310,000 compounds, 1.3% hits;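 active = calcium-response B-score plate-corrected more than 3 library SD below zero, starting fluorescence within 5 deviations, no agonist response on first addition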;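 also: peak minus trough fluorescence over baseline after final BAM8-22 challenge near maximal dose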
TRPC6 inh = blocks the mouse TRPC6 cation channel; Q61143; HEK293-TRPC6, membrane potential dye, ACh-evoked depolarization; active compounds read low; B-score at 10 µM; 310,000 compounds, 1.1% hits;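 active = B-score under library mean minus 3 SD, initial fluorescence not abnormally high, positive integrated signal ratio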;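 also: B-score derived from integrated fluorescence ratio over the kinetic read; more negative B-score means stronger inhibition of depolarization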
TRPC4 inh = inhibitors of mouse TRPC4 channel. B-score at 10 µM. 300,000 compounds, 0.39% hits. Q9QUQ5. HEK293 TRPC4beta/mu-opioid, DAMGO-evoked Fluo4 calcium flux; active compounds read low;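 active = B-score over 3 SD under the library average, no early fluorescence shift, positive overall ratio signal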
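Assay system: HEK293 cells with stable TRPC4beta plus mu-opioid receptor expression; Probe or stimulus: DAMGO in two steps, submaximal then maximal; Dosing: single-point compound dosing; Measured by: Fluo4 calcium-dye fluorescence, kinetic read; Read-out basis: B score from integrated Fluo4 fluorescence ratio.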
SKKanGAS inh = SKKanGAS growth inhibition. 300,000 compounds, 1.3% hits. S. pyogenes SKKanGAS, kanamycin growth, BacTiter-Glo, 6 h. AID 1662. inhibition, % at 7.5 µM;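 active = mean replicate score, as percent of positive control median, at least 50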;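 also: strain carries kanamycin resistance gene driven by streptokinase promoter and grows in 40 µg/ml kanamycin; loss of luminescence reflects streptokinase promoter inhibition or plain growth inhibition; 0% = median of DMSO wells and 100% = positive control at its reference dose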
HIF activator = HIF pathway transcriptional activation; activation, % at 7.5 µM (by protocol); U2OS HRE-luciferase reporter, luminescence; normalized: DMSO 0%, desferrioxamine 100%; 300,000 compounds, 0.32% hits;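 active = mean activation of at least 10% of the iron chelator positive control signal, with at least half of replicates also reaching 10%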
aSyn 5UTR inh = 5' untranslated region of α-synuclein, MLPCN primary screen | alpha-synuclein 5'UTR reporter, inhibitor activity | inhibition, % (tested at 7.5 µM) | 300,000 compounds, 0.82% hits | AID 1813; in the data active = inhibition above about 60%;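 also: H4 neuroglioblastoma cells stably carrying SNCA 5'UTR luciferase fusion; 0% = DMSO wells and 100% = positive control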
TRPC4 act = TRPC4 (mouse) channel activation. Q9QUQ5. HEK293 TRPC4beta/mu-opioid, Fluo4 calcium fluorescence; active compounds read high. B-score at 10 µM. 310,000 compounds, 0.49% hits;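 active = B-score above 5 SD of library B-scores, and initial fluorescence ratio not above library mean plus 5 SD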;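 also: positive B-score marks a calcium rise read as TRPC4 activation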
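Incubation: 45 min room-temperature Fluo4 loading, 110 s read / System: HEK293 cells stably co-expressing mouse TRPC4beta and mu-opioid receptor / Signal: Fluo4 fluorescence, kinetic / Control set: buffer (low) and maximal DAMGO (high) / Measure: integrated baseline-normalised fluorescence ratio, converted to per-well B score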
IEC-6 cytotox = IEC-6 cytotoxicity, counter-screen for KLF5 inhibitors; 290,000 compounds, 0.78% hits; inhibition, % at 5 µM; luminescence viability; AID 1825; in the data active = inhibition above about 22%;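 also: 0% = plate median of test compound wells and 100% = cytotoxic reference compound wells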
KLF5 inhibitor = inhibitors of KLF5 expression. DLD-1 KLF5 promoter-luciferase reporter, luminescence. inhibition, % at 5 µM. 290,000 compounds, 0.23% hits. AID 1700;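 active = inhibition above a per-plate limit of that plate's mean compound inhibition plus 3 SD, cut at about 60% in these data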;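 also: 0% = DMSO wells and 100% = LY294002 at 200 µM; higher means less KLF5 promoter-driven luciferase light; inactives centre near -14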
* = called active by the depositor; i = inactive; nt = no result given.

The line under a structure holds: SKKanGAS inh, MrgX1 antagonist, TRPC4 act, TRPC4 potent, KLF5 inhibitor, IEC-6 cytotox, TRPC6 inh, HIF activator, TRPC4 inh, aSyn 5UTR inh, TRPC6 act
- CC(Oc1ccc(-c2ccccc2)cc1)C(=O)O (stereo unspecified)
    -5.2, i, i, i, -13.8, -6.5, i, -0.2, i, 18.2, i
- CC(C)C/C(=N/O)c1cn(C)c2ccccc12
    6.2, i, i, i, -11.2, 5.4, i, 0.5, i, -13.3, i
- COc1cc2c(cc1OC)C(C1c3cc4c(cc3CCN1C)OCO4)OC2=O (stereo unspecified)
    -11.9, i, i, i, -20.6, -0.8, i, -5.9, i, -5.6, i
- COc1ccc(NC2=NCC(C)S2)cc1 (stereo unspecified)
    5.2, i, i, i, 6.3, -1.6, i, 0.2, i, -13.2, i
- COc1cc(OC)c2c(c1)OCC1CON(C)C21 (stereo unspecified)
    13.9, i, i, i, -16.7, 1.9, i, -0.3, i, -2.3, i
- CN1C(=O)N(C)C(=O)C2(Cc3c(nc4ccccn4c3=O)N3CCc4ccccc4C32)C1=O (stereo unspecified)
    0.5, i, i, i, 10.8, 4.7, i, -1.1, i, -41.5, i
- COc1cc2c(cc1OC)-c1c(OC)c(OC)cc3c1[C@H](C2)N(C)CC3
    2.2, i, i, i, -7.2, 8.5, -7.72*, 0.3, i, -8.8, i
- Cc1ccsc1C(=O)C1CCCN(Cc2cccc(-n3cccn3)c2)C1 (stereo unspecified)
    -4.5, i, i, i, -13.1, -4.8, i, -0.4, i, 23.6, i
- CCC1(CC)C(=O)N(Cc2ccccc2)C(=O)N(Cc2ccccc2)C1=O
    21.3, i, i, i, -39.1, -6.2, i, -0.2, i, 7.6, i
- COc1ccc(CN2CCN(c3ccccc3F)CC2)c(OC)c1
    6.0, i, i, i, -10.3, 1.9, i, 0.1, i, 12.1, i
- Cc1[nH]c2ccccc2c1C1=CCNCC1
    -5.0, i, i, i, 11.6, 7.5, i, 0.1, i, -18.9, i
- O=C(COC(=O)c1ccccc1)Nc1ccc(Cl)cc1C(=O)c1ccccc1
    -2.3, i, i, i, 15.7, 0.7, i, -0.5, i, 8.9, i
- O=C1NC(=O)N(c2ccc(F)cc2)C(=O)/C1=C/c1ccc(N2CCOCC2)cc1
    0.2, i, i, i, -10.3, -4.4, i, -0.3, i, 0.6, i
- CC(=NCc1ccco1)c1c(O)n(-c2ccccc2C)c(=O)[nH]c1=O
    1.8, i, i, i, 2.0, 0.8, i, 0.1, i, 0.4, i
- Cn1c(C(=O)N2CCC(C(=O)N3CCC4(CC3)OCCO4)CC2)cc2sccc21
    -0.9, i, i, i, -2.5, 1.2, i, -0.1, i, 24.9, i
- COc1ccc(NC2(C#N)CCCCC2)cc1
    8.4, i, i, i, -15.3, -6.0, i, 1.5, i, -9.1, i
- Cc1nn(CC(C)C)c(Cl)c1C(=O)NC1CCC(C)CC1 (stereo unspecified)
    2.5, i, i, i, nt, nt, i, 3.4, i, -123.5, i
- Cc1ccccc1-n1c(/C=C/c2ccccn2)nc2ccccc2c1=O
    -8.2, i, i, i, -15.9, -2.4, i, -0.4, i, -8.7, i
- CCCCn1c(O)c(C(C)=Nc2cccc(C(=O)O)c2)c(=O)[nH]c1=O
    3.3, i, i, i, -37.8, 4.5, i, 0.1, i, -27.5, i
- CCOC(=O)C1CCN(/C=C2/C(=O)NC(=O)N(Cc3ccco3)C2=O)CC1
    -11.8, i, i, i, 13.6, 0.1, i, -0.3, i, 2.7, i
- CN(CCCCC(=O)/C=N/O)Cc1ccccc1 (tested in a mixture with another compound)
    2.4, i, i, i, -16.9, 2.4, i, -0.4, i, 12.3, i
- Cn1c(O)c(C=NCCCN2CCCC2=O)c(=O)n(C)c1=O
    -6.1, i, i, i, 3.4, -0.9, i, 0.1, i, -5.2, i
- CN1CCN(c2ccc([N+](=O)[O-])c(Sc3ccccn3)c2)CC1
    5.5, i, i, i, 2.8, 1.5, i, 0.4, i, 0.1, i
- Cc1cc(/C=C2\C(=O)NC(=O)N(C)C2=O)c(C)n1-c1ccc2c(c1)OCO2
    17.9, i, i, i, 0.0, 4.3, i, -1.0, i, 2.6, i
- O=C(Cn1cnc2sc3c(c2c1=O)CCCC3)NCCCC(=O)N1CCC2(CC1)OCCO2
    0.7, i, i, i, -11.3, -6.2, i, -0.1, i, 22.0, i
- CSc1ncc(CN2CCCC(C(=O)c3cccc(Cl)c3)C2)cn1 (stereo unspecified)
    3.9, i, i, i, -5.7, 0.5, i, -0.2, i, 5.3, i
- CC(Cl)(Cl)/C(=N/P(=S)(N1CCOCC1)N1CCOCC1)N1CCOCC1
    -3.2, i, i, i, -5.7, 2.4, i, 0.1, i, 8.6, i
- CN1CCN(CC(=O)Nc2ccc([N+](=O)[O-])cc2C(=O)c2ccccc2)CC1
    3.2, i, i, i, -8.1, 1.7, i, -0.2, i, 1.0, i
- O=Cc1cn(Cc2ccc(Br)cc2)c2ccccc12
    22.6, i, i, i, 0.9, 3.4, i, -0.9, i, 32.5, i
- COc1ccc2c(c1)c(C(=O)CN1CCC3(CC1)OCCO3)c(C)n2Cc1ccccc1
    -4.8, i, i, i, -11.0, 5.8, i, 0.7, i, -15.6, i

Some of the entries above, set out differently:
Cn1c(O)c(C=NCCCN2CCCC2=O)c(=O)n(C)c1=O
  SKKanGAS inh: -6.1; MrgX1 antagonist: i; TRPC4 act: i; TRPC4 potent: i; KLF5 inhibitor: 3.4; IEC-6 cytotox: -0.9; TRPC6 inh: i; HIF activator: 0.1; TRPC4 inh: i; aSyn 5UTR inh: -5.2; TRPC6 act: i

CN1CCN(c2ccc([N+](=O)[O-])c(Sc3ccccn3)c2)CC1
  SKKanGAS inh: 5.5; MrgX1 antagonist: i; TRPC4 act: i; TRPC4 potent: i; KLF5 inhibitor: 2.8; IEC-6 cytotox: 1.5; TRPC6 inh: i; HIF activator: 0.4; TRPC4 inh: i; aSyn 5UTR inh: 0.1; TRPC6 act: i

Cc1cc(/C=C2\C(=O)NC(=O)N(C)C2=O)c(C)n1-c1ccc2c(c1)OCO2
  SKKanGAS inh: 17.9; MrgX1 antagonist: i; TRPC4 act: i; TRPC4 potent: i; KLF5 inhibitor: 0.0; IEC-6 cytotox: 4.3; TRPC6 inh: i; HIF activator: -1.0; TRPC4 inh: i; aSyn 5UTR inh: 2.6; TRPC6 act: i

O=C(Cn1cnc2sc3c(c2c1=O)CCCC3)NCCCC(=O)N1CCC2(CC1)OCCO2
  SKKanGAS inh: 0.7; MrgX1 antagonist: i; TRPC4 act: i; TRPC4 potent: i; KLF5 inhibitor: -11.3; IEC-6 cytotox: -6.2; TRPC6 inh: i; HIF activator: -0.1; TRPC4 inh: i; aSyn 5UTR inh: 22.0; TRPC6 act: i

Additional results follow:
The line under a structure holds: SKKanGAS inh, MrgX1 antagonist, TRPC4 act, TRPC4 potent, KLF5 inhibitor, IEC-6 cytotox, TRPC6 inh, HIF activator, TRPC4 inh, aSyn 5UTR inh, TRPC6 act
- CCN1C[C@]2(COC(=O)c3ccccc3N)CC[C@H](OC)C34[C@@H]5C[C@H]6[C@H](OC)[C@@H]5[C@](O)(C[C@@H]6OC)[C@@](O)([C@H]13)[C@@H](OC)[C@@H]42
    7.3, i, i, i, -16.9, -0.5, i, -0.1, i, 11.7, i
- CCOCCN1CCN(c2nnc3n2-c2ccc(Cl)cc2C(c2ccccc2Cl)=NC3)CC1
    -0.6, i, i, i, 0.1, 1.9, i, -0.7, i, -22.7, i
- CCOc1cc2c(cc1OCC)-n1cccc1C(c1cc(OC)ccc1F)NC2 (stereo unspecified)
    -0.6, i, i, i, -18.7, 5.0, i, 1.0, i, 24.4, i
- C/C(=N\Nc1ccccc1)c1c(O)[nH]c(=O)[nH]c1=O
    11.2, i, i, i, 10.7, 8.3, i, 0.0, i, 18.9, i
- COc1ccc(C2c3c(nc(C)[nH]c3=O)Oc3c2c(=O)oc2ccccc32)cc1 (stereo unspecified)
    5.3, i, i, i, -19.9, 2.7, i, -0.1, i, 12.7, i
- CN1C(=O)C(Cc2ccsc2)C(=O)N(C)C1=O
    1.2, i, i, i, -17.7, -3.6, i, -0.5, i, 22.5, i
- Cc1nc2ccccc2c(=O)n1-c1ccc(Cl)cc1[N+](=O)[O-]
    -3.9, i, i, i, -16.9, 1.7, i, -0.4, nt, -2.1, i
- Cc1c(C)c2ccc(OCC(=O)N3CCC(C(=O)O)(c4ccccc4)CC3)cc2oc1=O
    7.8, i, i, i, 4.2, -10.2, i, -0.2, i, -8.3, i
- CNP(=O)(Oc1ccccc1)OC12CC3CC(CC(C3)C1)C2 (stereo unspecified)
    4.6, i, i, i, -2.9, -8.0, i, -0.4, i, -1.7, i
- C/C(CCc1c[nH]c2ccccc12)=N\O
    6.2, i, i, i, -24.9, 4.9, i, -0.3, i, -20.8, i
- COc1cccc(Oc2c(C)oc3cc(OC(=O)N(C)C)ccc3c2=O)c1
    2.3, i, i, i, 21.6, -6.1, i, -0.5, i, 15.8, i
- COc1ccccc1-n1c(O)c(C=NCCCn2ccnc2)c(=O)[nH]c1=O
    9.5, i, i, i, -13.0, -3.9, i, -0.2, i, -0.3, i
- Cc1ccc(NP(=O)(Nc2ccc(C)cc2)Oc2ccccc2)cc1
    22.4, i, i, i, -22.7, 5.6, i, 0.4, i, 23.9, i
- CN(Cc1ccccc1)Cc1ccccc1OC(=O)N(C)C
    1.3, i, i, i, -9.6, -3.2, i, 0.0, i, 8.9, i
- CN(C)CC1CSCCC1(O)c1ccccc1 (stereo unspecified)
    15.2, i, i, i, -22.9, -1.4, i, 2.4, i, 2.5, i
- COc1ccc(N=Cc2c(O)n(Cc3cccs3)c(=O)[nH]c2=O)cc1
    0.6, i, i, i, 8.0, 0.6, i, 0.0, i, -19.4, i
- CCCCC(=O)N/N=C/c1c(O)n(CC)c(=S)[nH]c1=O
    -12.9, i, i, i, -0.7, 2.0, i, -0.3, i, -2.4, i
- Cc1ccc(NC(=O)c2cn(CCC#N)nc2-c2ccc3c(c2)OCCO3)c([N+](=O)[O-])c1
    -3.7, i, i, i, -5.8, 5.4, i, 0.0, i, 0.5, i
- Cc1c(C=C2C(=O)N(C)C(=S)N(C)C2=O)c2ccccc2n1CC(=O)NCC1CCCO1 (stereo unspecified)
    nt, i, i, i, -30.1, 0.3, i, nt, i, nt, i

These rows are one share of the data; the hit share may differ from the screen's.
